Lipid storage S3 = qHTS Assay for Lipid Storage Modulators in Drosophila S3 Cells; 320,000 compounds, 0.64% hits; Drosophila S3 cells, BODIPY lipid droplet fluorescence, 18-24 h; cells fed with added oleic acid; lipid storage change, negative = inhibition, % at the top dose, mostly 46.1 µM; hits show Potency in µM; active = well fitted inhibition curve with a large enough effect in the signal ratio, with a control signal flat, not every such curve was filed as active; inconclusive = small, poorly fitted or top-dose-only effect, or effect the other way, or a change in a side signal; the % refers to the signal ratio
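Drosophila S3 cells got compounds at several concentrations plus oleic acid (400 uM solution). Laser-scanning cytometry with 488 nm excitation read lipid droplets at 500-530 nm and cells at 575-640 nm. Percent activity was relative to 20 uM Triacsin C.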
Lipid storage S3 cell count max = recorded beside Lipid storage S3, whose call it bears; cell number change, %; measured here: cell count max response;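 cells counted by Cell Tracker Red CMTPX staining in the red channel; peak over a dose series mostly up to 46.1 µM; percent activity relative to internal control wells on each plate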
* marks the source's active call; other numbers are inactive results; & = joins results of further samples. % is set by controls: 0 for no effect and ±100 for the full control effect; potency is the fitted concentration of half-maximal effect. This is a subset. The share of hits here may be higher or lower than overall.

For C/C(=N/N=C(/N)SCc1ccccc1)C(C)(C)C the results were Lipid storage S3 inconclusive.
CCn1ncc(NC(=S)NCCc2ccc(OC)c(OC)c2)c1C(N)=O was read as Lipid storage S3 -3% and Lipid storage S3 cell count max 2.
N/C(=N\OC(=O)c1cccc(Br)c1)c1ccccc1 was read as Lipid storage S3 16% and Lipid storage S3 cell count max 2.
`Cn1cc(Br)c(C(=O)NN2C(=O)C3C4C=CC(C5CC45)C3C2=O)n1` (centres undefined) gave Lipid storage S3 inconclusive.
Screening Cc1ccc(N(CC(=O)NCCSc2nc3ccccc3s2)S(=O)(=O)c2ccccc2)c(C)c1 returned Lipid storage S3 inconclusive.
Screening CCCCC1(C)NC(=O)N(CC(=O)Nc2cc(S(=O)(=O)N3CCOCC3)ccc2Cl)C1=O (centres undefined) returned Lipid storage S3 17% and Lipid storage S3 cell count max 3.
`CCc1ccc(NC(=O)c2cnn(-c3ccccc3)c2C2CCNCC2)cc1` gave Lipid storage S3 0% and Lipid storage S3 cell count max 5.
COC(=O)C1CCN(C(c2cccs2)c2sc3nc(C)nn3c2O)CC1 (centres undefined) was read as Lipid storage S3 inactive.
For O=C1CC(NS(=O)(=O)c2cc(F)ccc2F)CN1c1cccc(F)c1 (centres undefined) the results were Lipid storage S3 inconclusive.
`CC(CCc1ccccc1)NC(=O)C(Cc1ccccc1)NC(N)=O` (centres undefined) gave Lipid storage S3 inconclusive.
COc1cc(CN2CCC(C(=O)N3CCN(c4ccccc4F)CC3)CC2)cc(OC)c1OC was read as Lipid storage S3 inconclusive.
`O=C(NC1CC2CCCC(C1)N2C(=O)Nc1ccccc1)c1ccncc1` (centres undefined) gave Lipid storage S3 inactive and Lipid storage S3 cell count max 24.
COc1cc(-c2nn3c(COc4ccccc4)nnc3s2)cc(OC)c1OC was read as Lipid storage S3 inconclusive.
Cc1cccc(NC(=O)CCNS(=O)(=O)c2cccc3nonc23)c1 was read as Lipid storage S3 inconclusive.
`O=C(Nc1ccc(C(=O)N2CCC(N3CCCC3)CC2)cc1)c1ccc(Br)o1` gave Lipid storage S3 12% and Lipid storage S3 cell count max -28.
For CC(C)(C)n1nnnc1C(c1cccnc1)N1CCN(c2ccccc2F)CC1 (centres undefined) the results were Lipid storage S3 2% and Lipid storage S3 cell count max 1.
O=C(NCCc1ccccc1)C(=O)NCC1CCCN1S(=O)(=O)c1ccccc1 (centres undefined) was read as Lipid storage S3 inconclusive.
For CC1CN(C(=O)CN(C)S(=O)(=O)c2ccc3ccccc3c2)CC(C)O1 (centres undefined) the results were Lipid storage S3 -15% and Lipid storage S3 cell count max -1.
For Cc1noc(C)c1COc1ccccc1C(=O)Nc1ccc(C(N)=O)cc1 the results were Lipid storage S3 21% and Lipid storage S3 cell count max 6.
Screening COc1cccc2c(C)nc(Nc3nc(CSc4nnc(C)s4)cc(=O)[nH]3)nc12 returned Lipid storage S3 inconclusive.
For COc1ccc(CC(=O)Nc2ccc(-c3nnc(-c4ccccc4)o3)cc2)cc1 the results were Lipid storage S3 inconclusive.
For CC(C)c1ccc(C2/C(=C(/O)c3ccccc3)C(=O)C(=O)N2CCCN2CCOCC2)cc1 (centres undefined) the results were Lipid storage S3 inconclusive.
For COc1ccc(CN2CCN(Cc3cccc(F)c3)CC2)cc1OC the results were Lipid storage S3 1% and Lipid storage S3 cell count max 6.
Screening COc1ccc(-c2cc(CNC(=O)CCl)on2)cc1 returned Lipid storage S3 3% and Lipid storage S3 cell count max 9.
`CNC(=O)CSc1n[nH]c(-c2cc(Cl)ccc2OC)n1` gave Lipid storage S3 inconclusive.
For COc1cc(Br)cc(/C=N/NC(=O)Cc2ccc(C(F)(F)F)cc2[N+](=O)[O-])c1O the results were Lipid storage S3 inconclusive.
For O=c1c2ccccc2c(-c2ccc(Br)cc2)nn1Cc1ccccc1 the results were Lipid storage S3 -2% and Lipid storage S3 cell count max 1.
For CCOCCCNC(=O)CSCc1nc(-c2ccc(SC)cc2)oc1C the results were Lipid storage S3 -9% and Lipid storage S3 cell count max -15.
For O=C(CN1CCN(c2ncccn2)CC1)NCCC1=CCCCC1 the results were Lipid storage S3 -15% and Lipid storage S3 cell count max -1.
`COCCCNC(=O)CCNS(=O)(=O)c1ccc(C)cc1` gave Lipid storage S3 9% and Lipid storage S3 cell count max 10.
Screening COc1ccc(-c2nnc3n2C(C)(C)Cc2cc(OC)c(OC)cc2-3)cc1 returned Lipid storage S3 4% and Lipid storage S3 cell count max 10.
For Cc1ccc(NC(C)C(=O)N/N=C/c2ccc([N+](=O)[O-])s2)cc1 (centres undefined) the results were Lipid storage S3 inactive.
COc1ccc(CN(C)Cc2cc(=O)oc3cc(C)c(C(C)C)cc23)cc1OC was read as Lipid storage S3 11% and Lipid storage S3 cell count max -1.
`COc1ccccc1N(CC(=O)NC1CCCCC1)C(=O)Cn1nnc(-c2ccc(C)o2)n1` gave Lipid storage S3 inconclusive.
For Cc1cc(C)nc(SC(C)C(=O)N/N=C/c2cccs2)n1 (centres undefined) the results were Lipid storage S3 4% and Lipid storage S3 cell count max 7.
Screening NS(=O)(=O)c1cccc(NC(=O)c2cccc3c(Br)cccc23)c1 returned Lipid storage S3 inconclusive.
For Cc1noc(C)c1C(=O)OC(C(=O)NC1CCCC1)c1ccc(F)cc1 (centres undefined) the results were Lipid storage S3 inconclusive.
Screening CCCN(CCC)C(=O)Cn1c(=O)n(CCCCC(=O)NCc2ccco2)c(=O)c2ccccc21 returned Lipid storage S3 1% and Lipid storage S3 cell count max 14.
Cc1ccnn2c(-c3ccccc3)c3c(=O)n(C)c(=O)n(C)c3c12 was read as Lipid storage S3 inconclusive.
Cc1ccccc1NC(=O)c1sc2nc3c(c(-c4ccco4)c2c1N)CCC3 was read as Lipid storage S3 inconclusive.
COc1nc(N)nc(N)c1NS(=O)(=O)c1ccc(C)cc1 was read as Lipid storage S3 inconclusive.
`O=C(O)c1cccc(Cn2c(Cl)c(/C=N/NC(=O)c3ccc(O)cc3)sc2=O)c1` gave Lipid storage S3 inconclusive.
For CCCCNC(=O)Nc1ccccn1 the results were Lipid storage S3 inconclusive.
CC(=O)c1cccc(NC(=O)c2sc3nc4n(c(=O)c3c2C)CCCC4)c1 was read as Lipid storage S3 inconclusive.
Screening CCOc1cc(NC(=O)c2cccs2)c(OCC)cc1NC(=O)c1ccco1 returned Lipid storage S3 inactive and Lipid storage S3 cell count max 25.

Filtered by structure: the entries above containing two or more sulfur atoms.
Screening Cc1ccc(N(CC(=O)NCCSc2nc3ccccc3s2)S(=O)(=O)c2ccccc2)c(C)c1 returned Lipid storage S3 inconclusive.
COC(=O)C1CCN(C(c2cccs2)c2sc3nc(C)nn3c2O)CC1 (centres undefined) was read as Lipid storage S3 inactive.
Screening COc1cccc2c(C)nc(Nc3nc(CSc4nnc(C)s4)cc(=O)[nH]3)nc12 returned Lipid storage S3 inconclusive.
For CCOCCCNC(=O)CSCc1nc(-c2ccc(SC)cc2)oc1C the results were Lipid storage S3 -9% and Lipid storage S3 cell count max -15.
For Cc1cc(C)nc(SC(C)C(=O)N/N=C/c2cccs2)n1 (centres undefined) the results were Lipid storage S3 4% and Lipid storage S3 cell count max 7.

(more compounds)
`O=[N+]([O-])c1cc(F)c2cccnc2c1O` gave Lipid storage S3 inconclusive.
`Cc1ccc2nc(SCC(=O)Nc3cccnc3Cl)[nH]c2c1` gave Lipid storage S3 inconclusive.
For COc1ccc(-c2noc(C(=O)NCc3ccccc3Cl)n2)cc1OC the results were Lipid storage S3 inconclusive.
`CCOC(=O)CCCNC(=O)CN1C(=O)NC(CCc2ccccc2)C1=O` (centres undefined) gave Lipid storage S3 inconclusive.
`C=CCc1cccc2cc(C(=O)Nc3cccc(C(=O)O)c3)c(=O)oc12` gave Lipid storage S3 6% and Lipid storage S3 cell count max -4.
`CCOC(=O)c1ccc(NC(=O)CCOc2ccc(OC)cc2)cc1` gave Lipid storage S3 inconclusive.
`COCCn1c(C)cc(C(=O)COC(=O)c2ccccc2Br)c1C` gave Lipid storage S3 13% and Lipid storage S3 cell count max 28.
For Cc1[nH]c2ccccc2c1/C=C(\C#N)C(=O)NCc1ccccc1 the results were Lipid storage S3 inconclusive.
Cn1c(C(=O)NC2CC2)cc2c(=O)n(C)c3ccccc3c21 was read as Lipid storage S3 -11% and Lipid storage S3 cell count max -19.
CCOC(=O)Cc1cnc(NC(=O)NC(C(=O)OCC)(c2ccccc2)C(F)(F)F)s1 (centres undefined) was read as Lipid storage S3 -5% and Lipid storage S3 cell count max -19.
`COc1cccc(CNC(=O)C2CCCN(S(=O)(=O)c3c(C)noc3/C=C/N(C)C)C2)c1` (centres undefined) gave Lipid storage S3 inconclusive.
O=C(Cc1cccs1)N1CCN(c2ccccn2)CC1 was read as Lipid storage S3 inconclusive.
`O=C(NC1CCSc2ccccc21)c1cc(S(=O)(=O)N2CCOCC2)ccc1Cl` (centres undefined) gave Lipid storage S3 21% and Lipid storage S3 cell count max 18.
Screening O=C(CNC(=O)c1ccco1)OCC(=O)c1ccccc1Cl returned Lipid storage S3 11% and Lipid storage S3 cell count max 2.
CCOC(=O)c1cc(C)sc1NC(=S)Nc1ccccc1 was read as Lipid storage S3 inconclusive.

Reprinted from the part before: four entries; new compounds follow.
O=C(Cc1cccs1)N1CCN(c2ccccn2)CC1 was read as Lipid storage S3 inconclusive.
`O=C(NC1CCSc2ccccc21)c1cc(S(=O)(=O)N2CCOCC2)ccc1Cl` (centres undefined) gave Lipid storage S3 21% and Lipid storage S3 cell count max 18.
Screening O=C(CNC(=O)c1ccco1)OCC(=O)c1ccccc1Cl returned Lipid storage S3 11% and Lipid storage S3 cell count max 2.
CCOC(=O)c1cc(C)sc1NC(=S)Nc1ccccc1 was read as Lipid storage S3 inconclusive.
Screening O=C(O)C1[C@H]2C(=O)N(Cc3cccs3)C[C@]23C=C[C@H]1O3 (some centres undefined) returned Lipid storage S3 -11% and Lipid storage S3 cell count max 13.
Screening CS(=O)(=O)N(CC(=O)N1CCCC1)c1ccc2c(c1)OCCO2 returned Lipid storage S3 inactive and Lipid storage S3 cell count max -7.
Screening CCOC(=O)c1sc(NC(=O)CCN2CCN(C)CC2)c(C(=O)OCC)c1C returned Lipid storage S3 -12% and Lipid storage S3 cell count max -10.
Cc1ccc(/C=C/C(=O)Nc2nnc(C)s2)o1 was read as Lipid storage S3 9% and Lipid storage S3 cell count max -1.
Screening COc1ccc(C(CNC(=O)c2cccc(NS(=O)(=O)c3ccc(C)c(F)c3)c2)N2CCOCC2)cc1 (centres undefined) returned Lipid storage S3 inactive.
Cc1c(Cl)cccc1NC(=S)N(Cc1ccco1)C(C)c1ccccn1 (centres undefined) was read as Lipid storage S3 -4% and Lipid storage S3 cell count max -10.
Screening COc1ccc(NC(=O)COC(=O)COc2cccc3c2OC(C)(C)C3)cc1 returned Lipid storage S3 inconclusive.
Screening Nc1ccc(S(=O)(=O)NC2(C(F)(F)F)NC(=O)N(c3ccc(F)cc3)C2=O)cc1 (centres undefined) returned Lipid storage S3 inconclusive.
Screening CC(C)c1c(C(=O)N/N=C/c2c[nH]c3ccccc23)nnn1-c1nonc1N returned Lipid storage S3 inconclusive.
Screening Cn1c(=O)[nH]c(=O)c2c1ncn2CCCc1ccccc1 returned Lipid storage S3 inconclusive.
Screening OC(CNCCc1ccc(Cl)cc1)COCc1ccco1 (centres undefined) returned Lipid storage S3 inconclusive.
`COc1ccccc1N1CCN(S(=O)(=O)CCNC(=O)c2ccc(Br)o2)CC1` gave Lipid storage S3 -8% and Lipid storage S3 cell count max -19.
Screening Cc1cc(C)n2c(Nc3ccc4c(c3)OCCO4)c(-c3ccccc3)nc2n1 returned Lipid storage S3 inconclusive.
`CCn1c(=O)c(C(=O)NC(C)C)c(O)c2ccccc21` gave Lipid storage S3 inconclusive.
For COc1ccc(Nc2ncc(C#N)c(N)n2)c(OC)c1 the results were Lipid storage S3 -12% and Lipid storage S3 cell count max 3.
`COc1ccccc1NC(=O)N[C@@H](Cc1c[nH]c2ccccc12)C(=O)NN` gave Lipid storage S3 inconclusive.
COc1ccc(CC(C)N2CCN(Cc3ccccc3)CC2)cc1OC (centres undefined) was read as Lipid storage S3 inactive and Lipid storage S3 cell count max 22.
COc1ccc2cc(C(=O)c3ccccc3)c(=O)oc2c1 was read as Lipid storage S3 inconclusive.
For CCOc1ccc(C(=O)CCC(=O)N(CC)CC(=O)NCc2ccc(Cl)cc2)cc1 the results were Lipid storage S3 16% and Lipid storage S3 cell count max 16.
`N#Cc1c(Cl)cccc1-n1ccnc1` gave Lipid storage S3 inconclusive.
Cc1noc(C)c1C(=O)NC1=NCCS1 was read as Lipid storage S3 -11% and Lipid storage S3 cell count max -14.
`COc1cc(C2NC(=O)C(C#N)=C(Nc3cccc(C)c3)S2)ccc1O` (centres undefined) gave Lipid storage S3 -2%&-4% and Lipid storage S3 cell count max 4&5.
O=C(NCCS(=O)(=O)NCc1ccc(F)cc1)c1ccccc1 was read as Lipid storage S3 inconclusive.
`COc1ccc(C(=S)N2CCCC2)cc1Br` gave Lipid storage S3 inconclusive.
For COc1ccccc1N1CC(C(=O)NCCN2C(=O)S/C(=C\c3cccnc3)C2=O)CC1=O (centres undefined) the results were Lipid storage S3 9% and Lipid storage S3 cell count max -15.
